# All columns: NCI-60 one-dose screen, growth in % after 48 h at 10 µM unless noted; 100 = growth as untreated, 0 = no growth, -100 = all killed.
# SF-539 – SF-539 CNS cancer | hit rate 6.8% among 81,000
# SNB-75 – SNB-75 CNS cancer; hit rate 5% among 79,000; AID 1794750
# KM12 – KM12 colon cancer cells; AID 1794800; hit rate 5% among 82,000
# SF-268 – SF-268 CNS cancer cells; hit rate 3.1% among 82,000
# HCC-2998 – HCC-2998 colon cancer; hit rate 4.7% among 79,000; AID 1794799
# HT29 – HT29 colon cancer | hit rate 7.4% among 81,000 | AID 1794748
# SF-295 – SF-295 CNS cancer cells; hit rate 5.6% among 79,000
# SNB-19 – SNB-19 CNS cancer cells; hit rate 2.5% among 81,000
# SW-620 – SW-620 colon cancer; hit rate 5.2% among 82,000; AID 1794795
# An asterisk follows results filed as active; nt = not tested or not shown; & = joins results of further samples. How the source made its calls: active means growth percent below 10; inactive means the rest. No enrichment for hits; 11% or so of the library scored in one or more.
SMILES,SF-539,SNB-75,KM12,SF-268,HCC-2998,HT29,SF-295,SNB-19,SW-620
Cc1nc2c(C)c(C(=O)Nc3ccccc3F)sc2c(=O)[nH]1,112,98,110,115,110,93,105,106,114
Clc1ccc(Sc2ccc(Cl)cc2)cc1,96,105,65,61,nt,94,88,92,93
CC(=O)N(CC#Cc1cccc(C(N)=O)c1)C[C@H]1C[C@@H](n2ccc3c(Cl)ncnc32)[C@H](O)[C@@H]1O,104,94,99,101,100,103,102,95,109
COc1cc(/C=C/c2nnc(-c3cc(-c4ccc(C)c(C)c4)n[nH]3)o2)cc(OC)c1OC,84,77,97,104,120,nt,nt,90,109
CCC(C)NCC(=O)O (configuration not stated),93,91,105,107,101,79,92,107,105
COc1ccc(/C=C/C(=O)c2c(C)nc3ccccc3c2/C=C/c2ccc(C)cc2)cc1OC,99,83,79,86,78,61,85,94,79
CCC(N)=O,111,90,123,90,108,116,114,111,108
O=c1[nH]c(=O)c2cc(Sc3ccc(F)cc3)ccc2[nH]1,95,81,102,98,nt,96,106,96,101
Nc1cncnc1N,87,84,94,93,98,100,85,91,96
COc1ccc(-c2ccnc(SCc3cc4ccccc4[nH]c3=O)n2)cc1OC,-85*,nt,34,23,5.4*,-81*,-78*,-7.4*,49
O=S(=O)(Oc1ccc(-c2ccc3sccc3c2)cc1)c1ccccc1,108,120,110,105,93,89,94,97,100
O=C(O)c1ccc(-c2nn(-c3ccc(C(=O)O)cc3)cc2/C=N/NC(=O)c2ccncc2)cc1,94,87,105,102,103,110,99,97,88
CCOC(=O)c1cc2c(n1Cc1ccc(OC)cc1)-c1nc(NC(C)=O)sc1CCC2,96,69,76,76,86,70,77,90,82
Nc1nc(=S)c2ncn(C3OC(CO)C(O)C3O)c2[nH]1 (configuration not stated),22&107,27&101,20&104,35&101,23&109,14&100,18&109,79&107,36&107
N#C/C(=C\c1ccc(-c2ccc(Cl)c(Cl)c2)o1)C(=O)Nc1ncc(Cc2ccc(Cl)cc2)s1,47,7.1*,20,35,82,28,20,38,11
CCOC(=O)CCc1c[nH]c2ccccc12,nt,79,99,88,100,108,101,99,108
O=c1ccccn1O,103,93,112,114,105,nt,118,103,105
CN1C(=O)N(C)C2C1NN=c1s/c(=C\c3cccnc3)c(=O)n12 (configuration not stated),91,nt,54,85,92,49,82,81,59
CCN(CC)CCCNC(=O)c1c2c(n3ccccc13)C(=O)c1ncccc1C2=O,-63*,-87*,-13*,-3.9*,-73*,-29*,-22*,-71*,-47*
CC(=O)OC(COc1ccc(Cl)cc1)COc1ccc(Cl)cc1,98,96,101,102,103,105,102,95,100

# Two of the compounds above, bar-delimited:
SMILES | SF-539 | SNB-75 | KM12 | SF-268 | HCC-2998 | HT29 | SF-295 | SNB-19 | SW-620
O=S(=O)(Oc1ccc(-c2ccc3sccc3c2)cc1)c1ccccc1 | 108 | 120 | 110 | 105 | 93 | 89 | 94 | 97 | 100
O=C(O)c1ccc(-c2nn(-c3ccc(C(=O)O)cc3)cc2/C=N/NC(=O)c2ccncc2)cc1 | 94 | 87 | 105 | 102 | 103 | 110 | 99 | 97 | 88

# More results:
SMILES,SF-539,SNB-75,KM12,SF-268,HCC-2998,HT29,SF-295,SNB-19,SW-620
CSC(=S)NCC(=O)O,97,100,107,103,102,nt,109,105,104
NC(=S)NNC1CCCCC1,96,92,100,97,100,94,96,101,100
Cc1cccc2nc3ccccc3c(Nc3ccc(NS(C)(=O)=O)cc3)c12,40,68,55,58,76,46,22,60,34
O=C(CSc1nc2sc3c(c2c(=O)n1-c1ccc(Cl)cc1)CCCC3)NNC(=O)Nc1c(Cl)cccc1Cl,95,77,103,110,111,110,96,96,101
CCOC(=O)C1CCCCC1C(=O)OCC (configuration not stated),101,101,102,97,98,117,98,106,102
Cc1cc(O)ccc1O,95,114,105,102,121,114,129,112,117
COc1ccc(C(=O)/C=C/c2ccccc2Cl)cc1S(N)(=O)=O,97,107,111,92,114,109,89,97,107
COc1cc(NCCCNC(C)C)c2nccc(C)c2c1,106,88,114,92,nt,106,104,95,103
O=CN1N=C(c2cccc(Nc3ccncc3)c2)CC1c1ccc(Cl)cc1 (configuration not stated),98,81,90,77,87,52,94,100,92
COc1cc(OC)c(S(N)(=O)=O)cc1C(=O)/C=C/c1ccc(C)cc1,1.8*,1.8*,-1.5*,32,8.6*,9.5*,24,33,6.3*
CN1C(=O)C2=C(NCCN(C(=O)[C@H](Cl)c3ccccc3)C2c2ccc(Cl)c(Cl)c2)C1(C)C (some centres not stated),77,57,76,84,83,53,nt,67,57
Cc1[nH]c(C2CC(c3cccs3)=NN2c2ccccc2)c(C)c1C(=O)NCC(F)(F)F (configuration not stated),100,96,103,97,106,102,94,91,105
CCCCOc1ccc(OCCCN2CCN(C(=O)OCC)CC2)cc1,105,104,93,98,101,93,89,96,103
COc1ccc(-c2cc(-c3nc4ccccc4[nH]3)[nH]n2)cc1OC,95,78,22,82,89,73,nt,112,69
Cc1ccc2c(Cn3cc(COc4ccc5c(c4)NC(=O)CC5)nn3)cc(=O)oc2c1,97,99,101,100,102,100,134,87,102
CCCc1c(C)nc2scc(-c3ccccc3)n2c1=O,105,77,96,99,132,104,94,93,112
COc1cc(OC)nc(NS(=O)(=O)c2ccc(NC(=O)c3ccc4ccccc4n3)cc2)n1,96,85,104,105,91,121,157,93,102
O=C(CCn1ccnc1)Nc1cc(S(=O)(=O)Nc2ccccc2Cl)ccc1O,105,78,106,103,119,114,100,108,108
C/C=C/[C@H](O)[C@H](O)/C=C\c1cccc(OC)c1CO,101,98,104,104,94,96,104,107,112
COc1cccc(N)c1,92,95,103,114,92,106,107,99,91
CCCc1cc2c(cc1Br)OCO2,99,100,113,106,103,100,96,106,112
CC/C=C\C/C=C\C/C=C\CCCCCCCCOc1cccc(CCOP(=O)(O)OCC[N+](C)(C)C)c1,97,104,97,96,100,103,96,97,100
CN(C)c1ccc(/C=C2\SC(=S)N(Cc3nc4ccccc4[nH]3)C2=O)cc1,98,82,92,93,nt,125,92,105,nt
CCOC(=O)C(CO)NC(=O)C1(NC(C)=O)CCCC1 (configuration not stated),110,96,109,105,103,98,118,96,108
CCC(c1ccc(O)cc1)C(CC)c1ccc(O)c(F)c1 (configuration not stated),nt,79,83,83,96,102,85,125,94
CCCCCCCCN1C(=O)/C(=c2\sc3n(c2=O)NC2C(N=3)N(CC)C(=O)N2CC)c2ccccc21 (configuration not stated),96,83,99,84,101,102,97,92,97
OC(c1cc(C(F)(F)F)nc2c(Cl)cc(Cl)cc12)C1CCCCN1 (configuration not stated),91,46,79,74,11,61,nt,78,99
O=Cc1ccc(O)c(Cl)c1,96,95,109,100,118,94,95,101,96
COc1cc(-c2n/c(=C\c3c(O)[nH]c4cc(Cl)ccc34)cc3c2=Nc2ccccc2-3)ccc1F,100,81,89,75,104,73,nt,90,68
COc1ccc(C2CC(c3ccc4ccccc4c3)=NN2c2nc(O)c(C3=c4cc(Cl)ccc4=NC3=O)s2)cc1 (configuration not stated),-52*,-51*,-59*,-34*,-54*,-47*,-62*,3.1*,-42*
CCN1[C@@H]2CC[C@H]1/C(=C\c1cc(OC)ccc1OC)C1=C2[C@@H](c2cc(OC)ccc2OC)C(C#N)=C(N)O1,114,93,93,93,108,84,98,91,101
CC(C)=CCC[C@H](C)c1ccc(C)c(CO)c1O,98,83,92,nt,102,103,103,101,118
O=C(Nc1ccccc1Cl)N1CCOCC1,108,113,113,109,106,105,105,114,106
Cc1ccc(/C=C(\C#N)n2nnc3cc(F)c(F)cc32)cc1,-26*,-15*,8.0*,23,-11*,6.0*,37,32,9.9*
CC(=O)OC[C@H]1OC(O)C=C[C@@H]1OC(C)=O (some centres not stated),104,112,98,103,113,109,104,102,105
Nc1nc(Nc2ccc(Cl)cc2)c2c(n1)-c1ccoc1CC2,95,81,94,90,100,90,91,107,104
CN1CCN(c2nc(NCCCCNc3ccnc4cc(Cl)ccc34)c3ccccc3n2)CC1,-74*,77,65,65,57,4.4*,80,53,41
COc1cc(C2=Nc3c(N)nc(N)nc3NC(c3sc(Cl)nc3Cl)C2)cc(OC)c1OC (configuration not stated),72,26,83,96,94,72,95,66,88
CCOC1Oc2ccccc2C(=O)/C1=N/c1nccs1 (configuration not stated),94,75,94,77,100,105,93,92,87
Nc1ccc(I)c(Cl)c1,108,102,102,93,84,113,99,110,103
N/C(CCSc1ccccc1N=Cc1ccccc1O)=N/O,102,98,115,103,93,nt,nt,109,105
O=C1Nc2ccccc2/C1=N/N1C(=O)CN(CCCl)C1=O,105,87,113,102,104,99,100,97,95
C=C(C)C1CCC(C)=CC1c1c(OC(=O)CCCCC2CCSS2)cc(CCCCC)cc1OC(=O)CCCCC1CCSS1 (configuration not stated),105,97,102,103,118,113,106,95,96
CCc1cc(CC)c(CC)c(C(=O)OCCN(CC)CC)c1CC,93,82,96,92,108,68,98,94,96
COc1ccc(-n2nc(C(=O)Nc3ccc(C(=O)O)cc3)nc2-c2cc(OC)c(OC)c(OC)c2)cc1,92,75,116,112,nt,102,nt,102,95
Cc1c(Cl)cc(-n2c(=O)c3ccccc3c3ccccc3c2=O)cc1Cl,110,90,111,105,96,103,102,104,109
Nc1nccc2c1ncn2C1OC(CO)C(O)C1O (configuration not stated),108,100,98,102,115,95,110,102,112
CN(C)c1ccc(/C=N/N2C(=O)CSC2=S)c(Cl)c1,95,92,100,102,102,98,89,98,110
OC(CCl)COc1ccc(Cl)cc1 (configuration not stated),104,97,110,107,114,112,nt,100,102
CN1CCN(c2ccc3nc(-c4cc(C(C)(C)C)c(O)c(C(C)(C)C)c4)[nH]c3c2)CC1,64,59,17,73,25,6.1*,94,74,15
Nc1cc2ccccc2c(=O)n1NC(=O)c1ccc([N+](=O)[O-])cc1,87,95,104,110,107,109,102,93,nt

# Compounds listed so far containing a carbonyl joined to an NH by a bond outside any ring:
SMILES,SF-539,SNB-75,KM12,SF-268,HCC-2998,HT29,SF-295,SNB-19,SW-620
Cc1nc2c(C)c(C(=O)Nc3ccccc3F)sc2c(=O)[nH]1,112,98,110,115,110,93,105,106,114
CC(=O)N(CC#Cc1cccc(C(N)=O)c1)C[C@H]1C[C@@H](n2ccc3c(Cl)ncnc32)[C@H](O)[C@@H]1O,104,94,99,101,100,103,102,95,109
CCC(N)=O,111,90,123,90,108,116,114,111,108
O=C(O)c1ccc(-c2nn(-c3ccc(C(=O)O)cc3)cc2/C=N/NC(=O)c2ccncc2)cc1,94,87,105,102,103,110,99,97,88
CCOC(=O)c1cc2c(n1Cc1ccc(OC)cc1)-c1nc(NC(C)=O)sc1CCC2,96,69,76,76,86,70,77,90,82
N#C/C(=C\c1ccc(-c2ccc(Cl)c(Cl)c2)o1)C(=O)Nc1ncc(Cc2ccc(Cl)cc2)s1,47,7.1*,20,35,82,28,20,38,11
CCN(CC)CCCNC(=O)c1c2c(n3ccccc13)C(=O)c1ncccc1C2=O,-63*,-87*,-13*,-3.9*,-73*,-29*,-22*,-71*,-47*
O=C(CSc1nc2sc3c(c2c(=O)n1-c1ccc(Cl)cc1)CCCC3)NNC(=O)Nc1c(Cl)cccc1Cl,95,77,103,110,111,110,96,96,101
Cc1[nH]c(C2CC(c3cccs3)=NN2c2ccccc2)c(C)c1C(=O)NCC(F)(F)F (configuration not stated),100,96,103,97,106,102,94,91,105
COc1cc(OC)nc(NS(=O)(=O)c2ccc(NC(=O)c3ccc4ccccc4n3)cc2)n1,96,85,104,105,91,121,157,93,102
O=C(CCn1ccnc1)Nc1cc(S(=O)(=O)Nc2ccccc2Cl)ccc1O,105,78,106,103,119,114,100,108,108
CCOC(=O)C(CO)NC(=O)C1(NC(C)=O)CCCC1 (configuration not stated),110,96,109,105,103,98,118,96,108
O=C(Nc1ccccc1Cl)N1CCOCC1,108,113,113,109,106,105,105,114,106
COc1ccc(-n2nc(C(=O)Nc3ccc(C(=O)O)cc3)nc2-c2cc(OC)c(OC)c(OC)c2)cc1,92,75,116,112,nt,102,nt,102,95
Nc1cc2ccccc2c(=O)n1NC(=O)c1ccc([N+](=O)[O-])cc1,87,95,104,110,107,109,102,93,nt

# Compound activity from PubChem BioAssay.
